IL1B NFkB inh: inhibitors of IL-1B driven NFkB p65 nuclear import, primary screen, imaging, HUVEC, IL-1B stimulus, high-content imaging. HUVEC IL-1B NFkB p65 nuclear translocation imaging. inhibition, % at 2 µM. 94,000 tested, 0.43% active;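 active = inhibition above about 30% together with a positive call from visual inspection of the well image, limit read from the data; inconclusive = inhibition above a set limit but visual check negative; inactive = inhibition not above a set limit, visual check negative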;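 note: nuclear over cytoplasmic p65 intensity ratio measured by imaging; 0% = IL-1B stimulated DMSO wells and 100% = unstimulated DMSO wells; values of inactives mirror those of a sister screen read the other way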
Bcl-B TR3 displacers: displacers of TR3 peptide from Bcl-B, primary screen, selectivity assay for Bfl-1 inhibitor project, biochemical, fluorescence polarization. Bcl-2-like protein 10 (Homo sapiens). FP displacement of FITC-TR3 peptide from Bcl-B; higher % means a stronger effect. displacement, % at 20 µM, or IC50 in µM where a hit was titrated. 96,000 tested, 0.11% active. AID 748, 2007;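 active = displacement above 50% at 20 µM plus a fluorescence interference ratio under 1.5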;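 note: plate controls were wells without compound for no effect and wells lacking Bcl-B protein for full effect; a part of the inactive calls stands beside numbers as strong as those of hits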
MRP resist rev: reversal of MRP1-mediated doxorubicin resistance, primary screen, H69AR cells, doxorubicin co-treatment | H69AR cells + 2 uM doxorubicin, CellTiter-Glo, 72 h | 85,000 tested, 0.04% active | differential viability (reversal), % at 10 µM;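 active = viability drop by adding the cancer drug above about 55%, with treated viability meeting a 40% cutoff, limit read from the data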;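 note: viability without doxorubicin minus viability with 2 µM doxorubicin for each compound; larger differential means the compound sensitizes cells more to doxorubicin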
PLAP inhibitors HTS: PLAP enzyme inhibitors, biochemical, luminescence, HTS (AID 690); Alkaline phosphatase, placental type (Homo sapiens); purified PLAP, luminescent substrate; higher % means a stronger effect; one-dose inhibition, % at 20 µM; IC50 in µM for titrated hits; 96,000 tested, 0.08% active; in the data active = a potency from the dose series; inactive = the rest, 99 in 100 with inhibition below about 30%; note: strong numbers were not always called active
IL1B NFkB pot: enhancers of NFkB p65 translocation in HUVEC – imaging, IL-1B stimulus, high-content imaging, primary screen. HUVEC IL-1B NFkB p65 nuclear translocation imaging. activation, % at 2 µM. 94,000 tested, 0.3% active. AID 819, 2007;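 active = activation above 40%, about the mean plus 3 SD, also judged a hit on visual image review; inconclusive = activation above 40% but not a hit on visual review; inactive = activation not above 40% and no visual hit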;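 note: percent activation is computed from the nuclear over cytoplasmic p65 intensity ratio; values of inactives mirror those of a sister screen read the other way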
MRP resist rev cytotoxicity: recorded beside MRP resist rev, whose call it bears; viability, %; H69AR cells, CellTiter-Glo, 72 h; measured here: cytotoxicity without doxorubicin
MRP resist rev with doxorubicin: second read-out of MRP resist rev, no call of its own (marks repeat the call); viability, %; measured here: viability with 2 uM doxorubicin; active compounds read low
IL1B NFkB inh cell count 2 µM: recorded beside IL1B NFkB inh, whose call it bears; cell count; measured here: cells passing quality filter;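 raw number of nuclei counted in each imaged well without normalization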
IL1B NFkB pot cell count 2 µM: second read-out of IL1B NFkB pot, no call of its own (marks repeat the call); cell count; measured here: cells passing quality filter
The depositor's hits bear a star; ? = inconclusive; · = no result given.

no.	molecule	IL1B NFkB inh	IL1B NFkB inh cell count 2 µM	Bcl-B TR3 displacers	MRP resist rev	MRP resist rev cytotoxicity	MRP resist rev with doxorubicin	PLAP inhibitors HTS	IL1B NFkB pot	IL1B NFkB pot cell count 2 µM
1	Cc1ccc(C(=O)N(c2ccccn2)C(C)c2ccco2)cc1 (stereo not given)	12.3	183	3.0%	18.9	100.9	82.0	-2.8%	-12.3	183
2	O=C(COC(=O)C1CCCCC1)Nc1ccc(N2CCCCC2)cc1	-6.9	126	20.6%	-7.4	37.5	44.9	7.3%	6.9	126
3	COc1ccccc1NC(=O)N1CCCC1C(=O)NCc1ccc2c(c1)OCO2 (stereo not given)	11.6	158	-6.8%	2.4	95.4	93.0	-7.9%	-11.6	158
4	Cn1c(=O)c2c(nc(CN3CCN(C(c4ccccc4)c4ccccc4)CC3)n2CC(N)=O)n(C)c1=O	-8.2	170	-1.2%	-6.8	60.6	67.5	-81.9%	8.2	170
5	OCC(O)C(O)C(O)C(O)C1NCCS1 (stereo not given)	8.8	186	3.4%	·	·	·	-5.7%	-8.8	186
6	CCO/C=N/c1c(C#N)c2c(c(=S)n1C)COC(C)(C)C2	0.5	149	1.5%	21.3	104.6	83.3	-6.2%	-0.5	149
7	Cc1cc(NS(=O)(=O)c2ccc(NC(=O)NC3CCCCC3)cc2)no1	-23.5	133	2.7%	-1.4	93.8	95.2	13.1%	23.5	133
8	Cc1cccc(NC(=O)Cn2c(C)c(C#N)c3ccccc32)c1C	5.6	86	-25.3%	5.2	99.5	94.3	-57.2%	-5.6	86
9	N#Cc1c(NC(=O)CSc2nnc(-c3ccncc3)n2CC2CCCO2)sc2c1CCCC2 (stereo not given)	-56.3	211	2.7%	·	·	·	-58.0%	?	·
10	Cc1nc(NC2=NCN(Cc3cccnc3)CN2)nc2c(C)cccc12	·	·	-3.1%	21.9	36.9	15.0	-34.5%	·	·
11	Cn1nnnc1P(=O)(c1ccccc1)c1ccccc1	-15.7	185	10.1%	3.3	92.3	89.0	16.9%	15.7	185
12	Cc1cccc(-n2ncc3c(NCc4cccs4)ncnc32)c1	2.5	162	-9.0%	-27.0	41.7	68.7	15.2%	-2.5	162
13	CCNc1nc(NC(C)C)nc(OCCOC(=O)Nc2ccccc2)n1	-1.7	128	·	-20.1	77.1	97.3	·	1.7	128
14	O=C(NCCO)c1ccc2nc(-c3ccco3)c(-c3ccco3)nc2c1	9.5	167	26.6%	-6.3	64.8	71.2	-17.3%	-9.5	167
15	CCOc1ccc(OCc2ccc(C(=O)N3CCCC3)o2)cc1	-1.0	142	3.9%	17.4	97.5	80.1	-46.1%	1.0	142
16	Cc1cc(C)n2cc(CSCc3ccco3)nc2n1	-0.5	146	17.4%	-12.8	79.3	92.1	-15.1%	0.5	146
17	COC(=O)Cn1ncn2c(cc3oc(C)cc32)c1=O	-14.2	193	14.8%	10.3	107.7	97.4	7.1%	14.2	193
18	COc1ccc(-c2n[nH]c(C)c2-c2ccc(OC)c(OC)c2)c(O)c1	-6.2	95	10.8%	-24.8	14.9	39.7	-198.5%	6.2	95
19	Nc1c(S(=O)(=O)c2cccc(Cl)c2)c2nc3ccccc3nc2n1/N=C/c1ccc(O)c(O)c1	-34.4	188	-16.1%	-2.7	1.3	4.0	-4.6%	34.4	188
20	COc1cc(NS(=O)(=O)c2ccc(F)cc2)c(OC)cc1NC(C)=O	-9.3	191	1.5%	1.6	104.7	103.1	-8.7%	9.3	191
21	COCc1cc(=O)[nH]c(/N=C(\N)Nc2ccccc2C)n1	-10.8	146	13.7%	7.5	87.6	80.1	-79.9%	10.8	146
22	CC(C)NC(=O)CN1C(=O)C(=O)c2ccccc21	0.4	158	·	12.5	80.5	68.0	·	-0.4	158
23	Cc1ccc(Cn2nnc3c(=O)n(CC(=O)OCc4ccccc4)cnc32)cc1	16.6	69	·	22.8	91.9	69.1	·	-16.6	69
24	CC(C)N(Cc1nc(-c2ccccc2)no1)C(=O)CN1C(=O)c2ccccc2C1=O	17.2	69	·	6.2	92.4	86.2	·	-17.2	69
25	CCCCNS(=O)(=O)c1ccc(OC)cc1	-4.3	184	-9.4%	·	·	·	14.0%	4.3	184

Overlap with the part before: three entries, followed by the next part.
no.	molecule	IL1B NFkB inh	IL1B NFkB inh cell count 2 µM	Bcl-B TR3 displacers	MRP resist rev	MRP resist rev cytotoxicity	MRP resist rev with doxorubicin	PLAP inhibitors HTS	IL1B NFkB pot	IL1B NFkB pot cell count 2 µM
23	Cc1ccc(Cn2nnc3c(=O)n(CC(=O)OCc4ccccc4)cnc32)cc1	16.6	69	·	22.8	91.9	69.1	·	-16.6	69
24	CC(C)N(Cc1nc(-c2ccccc2)no1)C(=O)CN1C(=O)c2ccccc2C1=O	17.2	69	·	6.2	92.4	86.2	·	-17.2	69
25	CCCCNS(=O)(=O)c1ccc(OC)cc1	-4.3	184	-9.4%	·	·	·	14.0%	4.3	184
26	Cc1ccc2nc(NC(=O)COC(=O)c3ccc(Br)o3)sc2c1	-11.5	47	2.1%	-16.1	75.2	91.3	-8.5%	11.5	47
27	CCOC(OCC)P(=O)(c1ccccc1)c1ccccc1	-14.6	196	10.8%	9.2	94.4	85.2	-1.7%	14.6	196
28	O=C(c1cccs1)N1CCN(C(=O)c2ccco2)c2ccccc2C1	-5.2	193	-13.2%	-9.4	90.2	99.6	4.5%	5.2	193
29	O=[N+]([O-])c1ccc(N2CCCC2)cc1NCc1ccccc1	8.0	136	6.6%	·	·	·	-18.8%	-8.0	136
30	CN(CCc1ccccn1)C(=O)Nc1ccc(Cl)cc1	-12.0	45	-7.6%	·	·	·	-7.6%	12.0	45
31	Cc1cccc(NC(=O)Nc2ccc(C)c(C)c2)n1	19.4	97	-7.7%	-6.3	87.8	94.1	20.3%	-19.4	97
32	COc1ccc(Oc2ncnc3c2ncn3Cc2ccccc2)cc1	15.5	103	-8.1%	17.1	91.2	74.1	-2.5%	-15.5	103
33	CC(=O)c1cccc(NC(=O)C(OC(=O)/C=C/c2ccc3c(c2)OCO3)c2ccccc2)c1 (stereo not given)	11.6	225	-78.1%	·	·	·	-55.5%	-11.6	225
34	O=C(Nc1ccccc1)c1ccc(NC2CCCCC2)c(S(=O)(=O)N2CCOCC2)c1	-29.1	214	-14.0%	-4.0	74.5	78.5	-111.4%	29.1	214
35	COc1ccc(/C=N/Nc2nonc2N)cc1OC	-1.4	150	·	-1.0	91.5	92.5	·	1.4	150
36	C=CCOc1ccc(CNn2cn[nH]c2=S)cc1OC	-2.2	126	-0.8%	·	·	·	-6.1%	2.2	126
37	CC(C)CC1N=C2c3ccccc3N=C(SCc3cc(=O)n4ccccc4n3)N2C1=O (stereo not given)	-1.3	137	·	-16.4	66.9	83.3	·	1.2	137
38	CCN1CCN(C(=O)CS(=O)Cc2nc(-c3ccc(OC)cc3)oc2C)CC1 (stereo not given)	-4.9	68	11.3%	7.3	92.4	85.1	-24.1%	4.9	68
39	CCOC(=O)c1ccc(N2C(=O)CC(N3CCN(C/C=C/c4ccccc4)CC3)C2=O)cc1 (stereo not given)	-19.7	133	-1.5%	·	·	·	-51.4%	19.7	133
40	Cc1cc(=O)oc2cc(Oc3ccc([N+](=O)[O-])cc3C(F)(F)F)ccc12	6.3	148	·	·	·	·	·	-6.3	148
41	COc1ccc2c(c1)c(=O)oc1cc(OCC(=O)N3CCc4ccccc4C3)ccc12	15.4	66	29.8µM*	21.3	28.8	7.5	-10.3%	-15.4	66
42	Cc1ccc(S(=O)(=O)N2CCC(C(=O)NCCc3ccc(S(N)(=O)=O)cc3)CC2)cc1	13.9	187	3.4%	·	·	·	10.6%	-13.8	187
43	C=CCOc1ccc(/C(O)=C2\C(=O)C(=O)N(CCN(C)C)C2c2cccs2)cc1 (stereo not given)	-0.1	206	-9.6%	7.0	82.9	76.0	-15.8%	0.1	206
44	N#CC1=C2SCN(Cc3ccccc3)CN2C(=O)CC1c1ccccc1F (stereo not given)	3.8	169	-0.7%	21.3	93.9	72.6	-30.5%	-3.8	169
45	CCCn1c(=O)c2c(c3ccccc31)OC(C)C(=O)N2 (stereo not given)	·	·	4.5%	10.4	92.9	82.4	-2.6%	·	·
46	CCN(CC(=O)N1CCCCCC1)S(=O)(=O)c1ccc(Cl)cc1	-6.9	169	-8.8%	·	·	·	-13.9%	6.9	169
47	N#C/C(=C\c1ccc(N2CCCC2)c([N+](=O)[O-])c1)c1nc2ccccc2[nH]1	-4.9	114	-31.2%	·	·	·	10.9%	4.9	114
48	COc1cc(C2C(C#N)=C(N)N(Nc3ccccc3)C3=C2C(=O)CC(C)(C)C3)ccc1OCc1ccccc1 (stereo not given)	-2.7	140	10.8%	·	·	·	-20.5%	2.7	140
49	CCN(CC)CCCN1C(=O)C(O)=C(C(=O)c2cccs2)C1c1ccccn1 (stereo not given)	6.1	83	·	7.7	107.7	99.9	·	-6.1	83
50	Cc1cc(NS(=O)(=O)c2ccc(NC(NC(=O)C(C(F)(F)F)C(F)(F)F)(C(F)(F)F)C(F)(F)F)cc2)no1	-3.7	163	·	-34.4	69.3	103.7	·	3.7	163
51	N#CC1=C(N)C(C#N)(C#N)[C@H](c2ccoc2)[C@H]2CN(Cc3ccccc3)CC=C12	-4.7	169	71.9%	0.9	4.0	3.1	-26.0%	4.7	169
52	CN1CCN(S(=O)(=O)c2ccc3[nH]cc(C(=O)O)c(=O)c3c2)CC1	-12.9	77	1.2%	·	·	·	-8.9%	12.9	77
53	COc1ccc(C(=O)Nc2ccc(S(=O)(=O)N3CCCCC3)cc2)cc1	-2.3	139	-13.1%	13.6	79.6	66.0	7.1%	2.3	139
54	CC1CCN(S(=O)(=O)c2cccc(-c3cn4cc(Cl)ccc4n3)c2)CC1	-7.3	178	4.0%	6.1	85.7	79.5	-37.5%	7.2	178
55	Cc1ccnc(SCCn2c(N3CCN(C)CC3)nc3c2c(=O)[nH]c(=O)n3C)n1	·	·	6.5%	14.8	88.3	73.6	-29.0%	·	·
56	COc1cccc(NC(=O)Cc2nnc(SCC(=O)c3ccccc3)n2C)c1	-18.1	114	·	-23.1	31.5	54.6	·	18.1	114
57	CC(=O)Nc1cc(C(=O)O)ccc1S(=O)(=O)c1ccc(Cl)cc1	-11.0	125	1.2%	-5.9	92.0	97.9	·	11.0	125
58	CCOC(=O)c1cc2sccc2n1CC(=O)N1c2ccccc2CC1C (stereo not given)	-11.5	147	-6.7%	-4.6	4.7	9.4	-15.4%	11.5	147
59	CC(=O)c1ccc(OC(C)C)c(CSc2nc(O)cc(=O)[nH]2)c1	-2.0	192	-0.5%	-17.0	88.3	105.3	-25.1%	2.0	192
60	COC(=O)C(C)Sc1nnc(SC(C)C(=O)OC)s1 (stereo not given)	-11.3	195	-32.9%	3.4	89.9	86.5	2.1%	11.3	195
61	O=C(Nc1ccc(C(=O)N2CCCCC2)cc1)C1CCCCC1	0.9	103	-1.0%	18.6	105.4	86.8	-9.7%	-0.9	103
62	CCC(C)(C(=O)NC1CCCC1)N(Cc1cccs1)C(C)=O (stereo not given)	-9.4	192	·	-11.4	90.6	102.0	·	9.4	192
63	COc1ccc(C(=O)N2CCCc3ccccc32)cc1	-8.7	127	-1.9%	5.1	97.7	92.6	8.8%	8.7	127
64	O=C(O)c1cc(C(=O)O)c(-c2ccccc2)c(C(=O)O)c1	6.3	104	3.4%	·	·	·	-13.5%	-6.3	104

Source: PubChem

A portion of the library; count on the stated rates, not on these rows.
